# Assay outcomes (PubChem)
# POLH inh = blocks human DNA polymerase eta activity. recombinant Pol eta, fluorescent DNA replication assay. Potency, µM (series often up to 114 µM), for inactives: at the top dose activity change, negative = inhibition, most hits filed as inhibitors. 390,000 tested, 1.2% active. Q9Y253; also: potency is read from the fitted curve at half-maximal effect; % is scaled to controls: 0 for no effect and ±100 for the full control effect
# Target sequence (Q9Y253 whole entry, looked up): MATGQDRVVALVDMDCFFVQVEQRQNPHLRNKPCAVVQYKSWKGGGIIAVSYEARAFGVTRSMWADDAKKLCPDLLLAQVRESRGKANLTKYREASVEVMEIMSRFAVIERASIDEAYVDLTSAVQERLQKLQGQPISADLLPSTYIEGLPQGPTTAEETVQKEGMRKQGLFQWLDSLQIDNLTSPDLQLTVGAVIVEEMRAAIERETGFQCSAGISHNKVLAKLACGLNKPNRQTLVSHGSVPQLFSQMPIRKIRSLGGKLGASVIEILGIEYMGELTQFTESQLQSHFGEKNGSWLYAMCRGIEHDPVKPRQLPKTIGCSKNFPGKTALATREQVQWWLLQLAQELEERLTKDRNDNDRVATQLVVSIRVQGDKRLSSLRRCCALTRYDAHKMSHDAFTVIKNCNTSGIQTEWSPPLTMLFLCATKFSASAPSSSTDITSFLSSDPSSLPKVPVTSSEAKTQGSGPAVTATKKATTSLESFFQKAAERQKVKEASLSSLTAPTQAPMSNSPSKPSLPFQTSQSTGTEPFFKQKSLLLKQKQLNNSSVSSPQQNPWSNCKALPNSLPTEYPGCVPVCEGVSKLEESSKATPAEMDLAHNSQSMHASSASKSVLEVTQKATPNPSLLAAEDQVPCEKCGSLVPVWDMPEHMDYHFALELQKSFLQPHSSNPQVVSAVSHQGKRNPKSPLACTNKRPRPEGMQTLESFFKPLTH
#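 Pol eta at 10 nM preincubated with compounds 15 min at room temperature; reaction started with fluorescent substrate (50 nM final) and read kinetically at 0 and 10 min.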
# Pol beta inh = blocks human DNA polymerase beta activity | P06746 | Pol beta primer extension/strand displacement, fluorescence kinetic | Potency, µM (doses to about 114 µM), for inactives: at the top dose activity change, negative = inhibition, hits mostly inhibitors | 340,000 tested, 1.3% active; also: potency is read from the fitted curve at half-maximal effect; % is scaled to controls: 0 for no effect and ±100 for the full control effect
#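 Human Pol beta at 10 nM; strand-displacement substrate 50 nM final. Compound exposure 15 min at room temperature before start, reaction 10 min at room temperature.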
# POLK inh = DNA polymerase kappa (human) inhibition | Q9UBT6 | purified Pol kappa, fluorescent DNA synthesis assay, 10 min | Potency, µM (highest dose often 107 µM), inactives show at the highest dose activity, negative = inhibition, hits mostly inhibitors | 400,000 tested, 0.53% active | AID 588579; also: potency is read from the fitted curve at half-maximal effect; % is scaled to controls: 0 for no effect and ±100 for the full control effect
#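 First, compounds were pin-transferred onto 10 nM Pol kappa. After 15 min at room temperature, substrate was added to 50 nM final. Fluorescence was then measured kinetically at 0 and 10 min.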
# Tb PGK inh = blocks T. brucei phosphoglycerate kinase; P07378; PGK/GAPDH coupled, Kinase-Glo luminescence, 60 min; Potency, µM (titrated, usually from 57.5 µM), for inactives: at the highest dose activity change, negative = inhibition, hits mostly inhibitors; 380,000 tested, 0.043% active; AID 602233; also: potency is read from the fitted curve at half-maximal effect; % is scaled to controls: 0 for no effect and ±100 for the full control effect; nearly all actives have a fitted effect of over 60% in size
#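 Luminescent ATP detection (Kinase-Glo Plus) follows a 60-minute room-temperature incubation, with wells lacking PGK as controls. Buffer: 100 mM TEA (pH 7.6), 5 mM MgCl2, 0.01% Tween-20. Coupling enzyme GAPDH (100 nM final) supplies unstable 1,3-BPG in-well.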
# BLM inh = inhibitors of human Bloom syndrome helicase BLM; Potency, µM (top dose mostly 56.1 µM), inactives show at the top dose activity change, negative = inhibition, most hits filed as inhibitors; AID 2528; recombinant BLM DNA unwinding, fluorescence dequenching; 350,000 tested, 0.2% active;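 also: potency is read from the fitted curve at half-maximal effect; plate controls were vehicle for no effect and no enzyme for full effect; nearly all actives have a fitted effect of over 35% in size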
# APEX1 inh = APE1 (human) endonuclease inhibition | P27695 | Potency, µM (doses to about 65.8 µM), inactives show at the top dose activity change, negative = inhibition, most hits filed as inhibitors | 350,000 tested, 0.35% active | AID 2517 | recombinant APE1, TAMRA/BHQ-2 abasic DNA cleavage fluorescence;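 also: potency is read from the fitted curve at half-maximal effect; plate controls were vehicle for no effect and reference inhibitor for full effect; nearly all actives have a fitted effect of over 55% in size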
#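 Measures dequenching upon AP-site incision of a 5'-TAMRA/3'-BHQ-2 THF-containing duplex, 50 nM; human APE1 0.75 nM after 15 min room-temperature exposure to compound; kinetic three-point read at one-minute spacing.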
# RXFP1 antag = blocks the human relaxin receptor RXFP1 | Q9HBX9 | HEK293-RXFP1, relaxin-stimulated cAMP HTRF, 30 min; hits give low values | activity change, negative = inhibition, % at 57.5 µM | 350,000 tested, 0.59% active | AID 1259400;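 active = activity change of -60% or lower, but not beyond a set lower limit; inconclusive = change between -60% and -40%, or beyond the set limit; inactive = change above -40%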; also: % is scaled to controls: 0 for no effect and ±100 for the full control effect
# Anesthetic bind = binds horse apoferritin like a general anesthetic; AID 485281; P02791; Potency, µM (top dose mostly 77.5 µM), for the others: top-dose activity change, negative = displacement, usual class: inhibitors; apoferritin/1-aminoanthracene competitive binding, fluorescence; 350,000 tested, 0.074% active; also: potency is read from the fitted curve at half-maximal effect; % is scaled to controls: 0 for no effect and ±100 for the full control effect; nearly all actives have a fitted effect of over 20% in size
#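 In PBS, apoferritin at 10 uM is loaded with 1-AMA from a 50% saturated solution. After 10 min of compound exposure at ambient temperature, reduced 535 nm fluorescence indicates probe displacement.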
# POLI inh = DNA polymerase iota (human) inhibition; Potency, µM (top dose mostly 115 µM), inactives show at the highest dose activity, negative = inhibition, actives largely listed as inhibitors; Pol iota fluorescent replication assay, 10 min; 390,000 tested, 1% active; Q9UNA4; also: potency is read from the fitted curve at half-maximal effect
#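 Fluorescent replication assay read twice, at 0 min and 10 min after adding 50 nM (final) substrate. Enzyme (10 nM) and compounds were first incubated 15 min at room temperature; enzyme-free buffer wells were negative controls.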
# * = called active by the depositor; ? = inconclusive; / = not tested or not shown; & = joins results of further samples; [ ] = remark or other dose. Unless noted, calls follow the shape of the dose curve; as a rule, active = well fitted curve in the direction sought with a large enough effect; inconclusive = small, poorly fitted or top-dose-only effect, or another doubt; inactive = no such curve, though single readings can be large; an effect the other way counts as inactive or inconclusive. Not all compounds are listed (hit frequency here may not be typical).
POLH inh	compound	Pol beta inh	POLK inh	Tb PGK inh	BLM inh	APEX1 inh	RXFP1 antag	Anesthetic bind	POLI inh
2%	O=C(NCc1ccc(F)cc1)c1c2c(nc3ccccc13)C(=O)N(C1CCCCC1)C2	8%	-8%	-9%	-1%	/	-11	2%	-14%
-6%&-9%	O=C1c2ccccc2-c2nc3ccccc3n21	-2%	8%&-4%	-10%	-3%	-1%	5	0%	32%&8%[activator]
-19%	COc1ccc(CCn2c(C)cc(C(=O)CSc3nnnn3C)c2C)cc1	-2%	-10%	-4%	-4%	?	-8	31%	12%
-7%	O=C(Nc1cccc(S(=O)(=O)N2CCCC2)c1)c1cncc(Br)c1	/	-15%	8%	/	22%	5	/	9%
-14%	Cc1ccc(NS(=O)(=O)c2cc3[nH]c(=O)c(=O)[nH]c3cc2C)cc1N(C)C	-21%	-3%	-8%	-1%	/	-1	-19%	26%
-17%	CCOC(=O)N1CCC(NC(=O)C2=CCN(S(=O)(=O)c3ccc(F)cc3)CC2)CC1	32%	0%	-4%	-3%	?	2	-7%	51%[activator]
3%	COc1cc2[nH]cc(C(=O)NCCc3ccccc3)c(=O)c2cc1OC	7%	-11%	13%	4%	8%	-19	-17%	3%
-1%	COc1ccccc1NC(=S)NC(=O)C(C)C	27%	-19%	-1%[11.5 µM]	-5%	15%	8	-12%	-3%
-5%	CCC(=O)Nc1nnc(SCC(=O)NC2CCCC2)s1	53%	-1%	-6%	-3%	-2%	-8	3%	20%
-2%	COc1ccccc1NC(=O)CCCc1nc(-c2ccc(OC)c(OC)c2)no1	0%	-11%	4%	0%	5%	-7	-8%	3%
-4%	CC(=O)Nc1cccc(NC(=O)c2cc(Cl)ccc2Cl)c1	3%	-6%	1%	1%	5%	8	-5%	-14%
-16%	CN(C)S(=O)(=O)c1ccc2c(c1)C(=NO)c1cc(S(=O)(=O)N(C)C)ccc1-2	17%	-5%	-8%	-1%	19%	-1	-9%	-3%

# By substructure: the entries above with a halogen (4)
POLH inh	compound	Pol beta inh	POLK inh	Tb PGK inh	BLM inh	APEX1 inh	RXFP1 antag	Anesthetic bind	POLI inh
2%	O=C(NCc1ccc(F)cc1)c1c2c(nc3ccccc13)C(=O)N(C1CCCCC1)C2	8%	-8%	-9%	-1%	/	-11	2%	-14%
-7%	O=C(Nc1cccc(S(=O)(=O)N2CCCC2)c1)c1cncc(Br)c1	/	-15%	8%	/	22%	5	/	9%
-17%	CCOC(=O)N1CCC(NC(=O)C2=CCN(S(=O)(=O)c3ccc(F)cc3)CC2)CC1	32%	0%	-4%	-3%	?	2	-7%	51%[activator]
-4%	CC(=O)Nc1cccc(NC(=O)c2cc(Cl)ccc2Cl)c1	3%	-6%	1%	1%	5%	8	-5%	-14%

# The listing picks up, repeating the two entries before the break.
POLH inh	compound	Pol beta inh	POLK inh	Tb PGK inh	BLM inh	APEX1 inh	RXFP1 antag	Anesthetic bind	POLI inh
-4%	CC(=O)Nc1cccc(NC(=O)c2cc(Cl)ccc2Cl)c1	3%	-6%	1%	1%	5%	8	-5%	-14%
-16%	CN(C)S(=O)(=O)c1ccc2c(c1)C(=NO)c1cc(S(=O)(=O)N(C)C)ccc1-2	17%	-5%	-8%	-1%	19%	-1	-9%	-3%
-35%	COc1ccccc1NC(=O)CCS(=O)(=O)c1cc2c3c(c1)CCN3C(=O)CC2	-11%	-25%	-14%	-3%	/	/	-6%	?
-10%	CC(NC(=O)C(C)(C)C)C(c1cccs1)N1CCOCC1 (stereo not given)	33%	-10%	-9%	3%	3%	-4	-8%	44%[activator]
-3%	COc1ccc2c(c1)nc(CN1CCN(CCO)CC1)n2C	-10%	-3%	-3%	0%	54%	-7	0%	-11%
-27%	CC1CCCCC12NC(=O)N(CC(=O)N1CCN(S(=O)(=O)c3cccs3)CC1)C2=O (stereo not given)	/	-6%	7%	/	11%	11	/	48%[activator]
-5%	Cc1ccc(C2C(C#N)=C(N)SC(N)=C2C#N)cc1	0%	-10%	20%	-5%	-5%	4	-18%	3%
-10%	OCC[C@H]1C[C@@H](O)[C@H](O)[C@]2(OCc3ccccc32)O1	/	-7%	-8%	/	-5%	/	/	8%
-20%	CCc1ccccc1NC(=O)C1CCN(S(=O)(=O)c2ccc3c(c2)N(C(C)=O)CCO3)CC1	15%	3%	-9%	-2%	40%	-5	-3%	13%
-10%	CC(OC(=O)C1=COCCO1)C(=O)Nc1cc(S(=O)(=O)N2CCCCC2)ccc1Cl (stereo not given)	4%	0%	-1%	-8%	-5%	-6	-14%	-13%
-15%	COc1ccc([N+](=O)[O-])cc1NC(=O)c1ccc(N(Cc2ccccc2C)S(C)(=O)=O)cc1	47%	-4%	-10%	1%	14%	-14	-2%	90%[activator]
10%	O=C(c1cnsn1)N1CCN(c2ccccc2)CC1	16%	4%	-3%	3%	7%	0	-9%	-30%[58.9 µM]
-16%	Cc1ccc(-n2c(C)nc3c(cnn3-c3ccc(C)c(C)c3)c2=O)cc1C	9%	-19%	5%	-12%	0%	/	-2%	-4%
-21%	CCOC(=O)c1ccccc1NC(=O)CSc1ccc(-c2cccnc2)nn1	27%	0%	-5%	-16%	-4%	-1	-9%	0%
-2%	O=C(NCCCn1ccnc1)/C(=C\c1ccccc1F)NC(=O)c1ccccc1	-3%	-8%	-2%	-6%	35%	-6	-4%	7%

# For reference, part of the list above.
POLH inh	compound	Pol beta inh	POLK inh	Tb PGK inh	BLM inh	APEX1 inh	RXFP1 antag	Anesthetic bind	POLI inh
-16%	Cc1ccc(-n2c(C)nc3c(cnn3-c3ccc(C)c(C)c3)c2=O)cc1C	9%	-19%	5%	-12%	0%	/	-2%	-4%
-21%	CCOC(=O)c1ccccc1NC(=O)CSc1ccc(-c2cccnc2)nn1	27%	0%	-5%	-16%	-4%	-1	-9%	0%
-2%	O=C(NCCCn1ccnc1)/C(=C\c1ccccc1F)NC(=O)c1ccccc1	-3%	-8%	-2%	-6%	35%	-6	-4%	7%
